# Yfh1-off respiration – enhancers of respiration in Yfh1-depleted yeast, dose response, Friedreich's ataxia, plus single-dose screen (AID 1465); S. cerevisiae Yfh1-off respiration, WST-1 reduction, 72 h; higher fold induction means a stronger effect; one-dose fold induction at 50 µM; EC50 in µM for titrated hits; hit rate 0.074% among 220,000;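 active means fold induction of absorbance versus untreated yeast above a set limit, then at least 30% activation at any dose in follow-up; inconclusive means repeats straddling the limit, or above it without dose testing; inactive means fold induction below the set limit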;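 further: activators that raise dye reduction in frataxin-depleted yeast; strong numbers were not always called active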
# XIAP displacement – XIAP antagonists, biochemical, IAP family, fluorescence polarization (AID 1018); displacement, % at 20 µM; hits with a dose series show IC50 in µM; XIAP BIR domain, fluorescence polarization peptide displacement; higher % means a stronger effect; hit rate 0.007% among 200,000; in the data active means displacement above about 50%; further: a part of the inactive calls stands beside numbers as strong as those of hits
# SV40 large T antigen – SV40 large T antigen inhibitors, biochemical (AID 1903); SV40 large T antigen ATPase/helicase inhibition assay; higher % means a stronger effect; one-dose inhibition, % at 20 µM; IC50 in µM for titrated hits; hit rate 0.39% among 310,000; in the data active means a potency from the dose series; inconclusive means inhibition mostly from about 32% at the one dose, without a potency; inactive means the rest, 99 in 100 with inhibition below about 32%; further: strong numbers were not always called active
# RSV antiviral HEp-2 – inhibition of RSV-induced cytopathic effect – HEp-2 cells, primary 10 µM value included (AID 2391). hit rate 0.13% among 310,000. one-dose CPE inhibition, % at 10 µM; IC50 in µM for titrated hits. HEp-2 cells, RSV-induced CPE inhibition; higher % means a stronger effect; in the data active means a potency from the dose series; inconclusive means CPE inhibition mostly from about 23% at the one dose, without a potency; inactive means the rest, 99 in 100 with CPE inhibition below about 21%; further: strong numbers were not always called active
# ER stress rescue – rescue of cells from ER stress-induced death, primary screen, 384-well, CSM14.1, thapsigargin, ATP luminescence (AID 1222); CSM14.1 thapsigargin-induced death rescue, ATP luminescence; higher % means a stronger effect; cellular ATP content (survival), % at 20 µM, or EC50 in µM where a hit was titrated; 190,000 tested, under 10 active;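 active means EC50 below 50 µM in the dose-response confirmation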;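 further: death triggered by thapsigargin at about 15 µM added after 2 h compound pretreatment; cell ATP read after overnight thapsigargin exposure of roughly 18 to 22 hours; normalized against plate controls of thapsigargin alone and 5% DMSO vehicle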
# WT yeast gro inh – growth inhibition of WT yeast, mitochondrial fusion screen; mitochondrial fusion phenotypic screen, WT strain; inhibition, % at 10 µM; hit rate 2.1% among 190,000; in the data active means inhibition above about 58%; tested in S. cerevisiae
# UTI89 phage lysis – inhibition of K1F phage lysis, E. coli UTI89, bacterial capsule biogenesis inhibitors, alamar blue (AID 488966); E. coli UTI89 K1F phage lysis, alamar blue, 2 h; higher % means a stronger effect; hit rate 0.02% among 340,000; inhibition, % at 100 µM; hits with a dose series show IC50 in µM;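 active means phage lysis inhibition, versus mean bacterial control, above a set limit; inconclusive means no clear call, values can overlap the other calls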;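 further: capsule biogenesis inhibitors block K1F phage lysis so surviving cells raise fluorescence; higher fluorescence means more inhibition of phage lysis; actives were called in the ten point dose series up to 300 µM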
# NS5 inhibitors – flavivirus cap methylation enzyme inhibition – biochemical, confirmation dose response, primary screen (AID 588689) | Dengue-2 NS5 methyltransferase capping enzyme assay, biochemical; higher % means a stronger effect | inhibition, % at 25 µM; hits with a dose series show IC50 in µM | hit rate 0.3% among 340,000; in the data active means a potency from the dose series; inconclusive means inhibition above about 29% without an active follow-up result
# West Nile virus CPE – West Nile virus antiviral activity, cell-based, CPE readout (AID 1621). West Nile virus-infected cells, CPE inhibition; higher % means a stronger effect. CPE inhibition, % at 10 µM, or IC50 in µM where a hit was titrated. hit rate 0.02% among 290,000; in the data active means a potency from the dose series; inconclusive means CPE inhibition mostly from about 3.7% at the one dose, without a potency; inactive means the rest, 99 in 100 with CPE inhibition below about 2.2%; further: strong numbers were not always called active
# WT yeast gro inh mutant strain – recorded beside WT yeast gro inh, whose call it bears; inhibition, %; mitochondrial fusion phenotypic screen, mutant strain inhibition
# NS5 inhibitors pilot replicate – further read-out of NS5 inhibitors, marked with its call; inhibition, %; measured here: pilot screen replicate inhibition
# Active calls of the source: *; i = inactive; ? = inconclusive; · = not tested or not shown; & = joins results of further samples; [ ] = remark or other dose.
SMILES,Yfh1-off respiration,XIAP displacement,SV40 large T antigen,RSV antiviral HEp-2,ER stress rescue,WT yeast gro inh,WT yeast gro inh mutant strain,UTI89 phage lysis,NS5 inhibitors,West Nile virus CPE,others
CCCc1cc(=O)[nH]c(SCC(=O)c2cc(C)n(CCOC)c2C)n1,i,3.1%,3%,1.3%,1.2%,-12,10,0.4%,4%,-0.2%,
O=c1c2c3c(sc2nc2sc(C4CC4)nn12)CCCC3,i,-20%,0%,3.4%,-2.0%,7,-17,0.6%,1%,-0.4%,
Cc1c(Cl)cccc1NC(=O)CCN1CCC(C(N)=O)CC1,·,·,6%,0.7%,·,·,·,0.3%,0%,-0.6%,
COc1cc(/C=N/Nc2ccc(Cl)c(C(=O)O)c2)ccc1OC(=O)c1ccccc1F,·,·,8%,1.3%,·,·,·,-0.3%,-2%,0.7%,
O=C(/C=C/c1ccc(Cl)c(C(F)(F)F)c1)N1CCN(c2ccccn2)CC1,·,·,2%,?,·,·,·,0.0%,1%,-0.3%,
CCOc1ccccc1-c1nnc(SCC(=O)Nc2ccccc2)o1,i,-1.7%,7%,11%,1.0%,9,-8,-0.1%,·,-0.4%,
Cc1ccc(NC(=O)COC(=O)CC2CCCC2)cc1Cl,i,-10%,11%,0.8%,-2.6%,12,1,-0.3%,-4%,0.7%,
CCS(=O)(=O)n1nc(-c2ccc(Cl)cc2)nc1SC,i,-5.6%,15%,4.2%,-1.5%,-6,10,0.0%,-4%,-0.3%,NS5 inhibitors pilot replicate=-1.5
Cc1nc(NC(C)C)c2cnn(CCc3ccccc3)c2n1,i,-4.6%,9%,10%,1.1%,2,-3,1.1%,-3%,-0.3%,
CC(C)(C)C(=O)Nc1ccc(C(=O)NCc2cccnc2)cc1,i,-2.3%,4%,·,-2.8%,-16,2,-0.1%,-7%,0.0%,
Cc1cccc(-n2c(O)c(C=Nc3c(C)n(C)n(-c4ccccc4)c3=O)c3ccccc3c2=O)n1,i,-6.5%,8%,1.3%,-2.2%,9,5,-0.6%&0.0%,?,0.3%,
CC1S/C(=C(\C#N)C(=O)NCc2ccco2)N(c2ccc(F)cc2)C1=O (stereo unspecified),i,-3.4%,11%,0.4%,0.5%,1,14,0.6%,12%,0.4%,
COc1ccccc1NC(=S)N=Nc1c(O)[nH]c2ccc(Br)cc12,i,·,8%,-1.6%,·,·,·,0.4%,8%,-0.1%,
Cc1cc(NC(=O)CC(C)C)c(=O)n(Cc2ccccc2F)c1,·,·,19%,1.2%,·,·,·,0.0%,-9%,0.0%,
COc1ccc(CCC(=O)NCCS(=O)(=O)N2CCN(c3ccccc3OC)CC2)cc1,·,·,3%,12%,·,·,·,2.0%,-7%,-0.6%,
CCOC(=O)C1(CC)NC(c2ccco2)C2C(=O)N(CC)C(=O)C21 (stereo unspecified),i,-4.8%,4%,0.5%,-1.0%,-13,-19,0.5%,-3%,0.6%,
C=CCSc1nnc(N2C(=O)C(O)=C(C(=O)c3ccco3)C2c2ccccc2F)s1 (stereo unspecified),·,·,29%,2.8%,·,·,·,-0.2%,15%,-0.5%,
O=C(NCc1ccccn1)C(=O)NCC1OCCCN1S(=O)(=O)c1ccc(F)cc1 (stereo unspecified),·,·,6%,0.8%,·,·,·,0.1%,1%,0.0%,
Cc1ccc(S(=O)(=O)/N=C(/Nc2ccc3[nH]c(=O)[nH]c3c2)c2ccc(F)cc2)cc1,i,-1.0%,4%,4.8%,-1.6%,-9,-2,-0.3%,0%,1.1%,
Cc1nc(NCc2ccccc2)c(C(N)=O)c2c1COC(C)(C)C2,i,-8.8%,7%,2.6%,0.3%,13,-2,0.4%,-2%,0.1%,
O=C1NC2(CCC3(CC2)OCCO3)NN1c1ccccc1,i,3.2%,3%,0.2%,-0.9%,-1,-11,0.4%,4%,0.2%,
COc1ccccc1CN1C(=O)[C@@H]2C(CC(N)=O)NC3(C(=O)Nc4c3ccc(Cl)c4C)[C@@H]2C1=O (stereo partly specified),i,-2.2%,5%,1.7%,-1.9%,-7,2,0.1%,-3%,-0.1%,
CCOC(=O)Cc1csc(NC(=S)NC(=O)C(C)(C)C)n1,i,-2.3%,16%,0.4%,-0.6%,5,-1,1.6%[50 µM],-4%,-0.5%,
N#Cc1ccccc1NC(=O)CNc1ccccc1N1CCCCC1,i,-5.5%,7%,?,0.1%,36,24,-0.1%,4%,-0.1%,

# Retrieved by compound from above, 3 records:
SMILES,Yfh1-off respiration,XIAP displacement,SV40 large T antigen,RSV antiviral HEp-2,ER stress rescue,WT yeast gro inh,WT yeast gro inh mutant strain,UTI89 phage lysis,NS5 inhibitors,West Nile virus CPE,others
O=C(NCc1ccccn1)C(=O)NCC1OCCCN1S(=O)(=O)c1ccc(F)cc1 (stereo unspecified),·,·,6%,0.8%,·,·,·,0.1%,1%,0.0%,
N#Cc1ccccc1NC(=O)CNc1ccccc1N1CCCCC1,i,-5.5%,7%,?,0.1%,36,24,-0.1%,4%,-0.1%,
Cc1cc(NC(=O)CC(C)C)c(=O)n(Cc2ccccc2F)c1,·,·,19%,1.2%,·,·,·,0.0%,-9%,0.0%,

# The list continues.
SMILES,Yfh1-off respiration,XIAP displacement,SV40 large T antigen,RSV antiviral HEp-2,ER stress rescue,WT yeast gro inh,WT yeast gro inh mutant strain,UTI89 phage lysis,NS5 inhibitors,West Nile virus CPE,others
CCOC(=O)c1c(NC(=O)CN2C(=O)NC(C)(c3ccc(OC(F)F)cc3)C2=O)sc(C)c1C (stereo unspecified),i,-9.8%,0%,5.7%,2.9%,10,-20,6.8%,-7%,-0.4%,
CC(=O)c1ccc(OCCCC(=O)Nc2cc(S(=O)(=O)N(C)C)ccc2C)cc1,i,-1.1%,6%,1.0%,-3.0%,-1,-4,4.3%[50 µM],-6%,-1.0%,
O=C(Nc1ccccc1F)C1CC1c1ccccc1 (stereo unspecified),i,-0.3%,6%,3.0%,-2.2%,-10,-6,1.5%,-10%,0.8%,
O=C(COC(=O)c1ccncc1)c1ccc(Br)cc1,i,-2.4%,·,-0.1%,0.2%,3,3,0.3%,-1%,0.1%,
Cc1ccc(S(=O)(=O)N2CCCCC2)cc1C(=O)NCC1CCCO1 (stereo unspecified),·,·,24%,0.1%,·,·,·,1.3%[50 µM],-3%,-0.3%,
CCOC(=O)c1c(C)[nH]c(C)c1C(=O)COC(=O)c1ccc(OC)c(OC)c1,i,-3.4%,-5%,1.2%,0.0%,0,-38,0.1%,-2%,-1.5%,
Cc1nn(C)c(Cl)c1/C=N/OC(=O)c1ccccc1,i,-3.2%,8%,3.1%,-0.9%,0,-1,0.1%,5%,0.6%,
CCOc1ccc(N(C)c2ccc(/C=C3/SC(=S)NC3=O)cc2)cc1,·,·,7%,21%,·,·,·,0.0%,?,-1.3%,
COc1ccccc1N1CCN(C(=O)C2CCC(Cn3c(=S)[nH]c4ccccc4c3=O)CC2)CC1 (stereo unspecified),i,-20%,4%,11%,0.3%,-18,-7,-0.2%,-9%,1.2%,NS5 inhibitors pilot replicate=-6.8
CN1C(=S)SC(C)(NO)C1(C)C (stereo unspecified),i,-0.2%,12%,0.5%,·,21,3,1.0%,0%,0.2%,
O=C(Cc1ccccc1)NC(NNc1ccccc1)(C(F)(F)F)C(F)(F)F,i,-4.7%,9%,2.0%,-1.2%,-3,-7,0.3%,4%,0.2%,
Oc1ccccc1/C=N/n1c(COc2ccccc2)n[nH]c1=S,·,·,6%,1.0%,·,·,·,2.5%[50 µM],1%,-0.7%,
Cc1nn(-c2ccccc2)c(C)c1NC(=O)CCl,i,-5.1%,10%,0.8%,7.7%,6,6,1.3%[50 µM],-1%,-0.4%,
COCCn1cnnc1SCC(=O)c1ccc(S(=O)(=O)N2CCCC2)cc1,i,-6.8%,15%,1.0%,-0.1%,10,2,?,-11%,0.1%,
O=C(Nc1ccc2cn[nH]c2c1)c1ccccc1F,i,0.3%,2%,1.4%,-5.5%,-29,-3,0.3%,-4%,0.3%,
O=C(c1cccs1)N(C(=O)c1cccs1)c1ccc(Br)cn1,i,-2.2%,3%,2.9%,2.0%,22,10,1.1%,-7%,-0.4%,NS5 inhibitors pilot replicate=2.7
COc1cccc(-n2c(SCC(N)=O)nc3c([nH]c4ccccc43)c2=O)c1,·,-1.6%,9%,5.2%,-1.7%,-11,3,0.1%,11%,·,
N#Cc1cnc2ncnn2c1-c1ccccc1,i,-3.6%,4%,-0.1%,-0.4%,5,4,0.2%,-8%,-0.1%,
N#Cc1ccccc1OCC(=O)NCC(c1cccs1)N1CCOCC1 (stereo unspecified),·,·,18%,2.0%,·,·,·,2.0%[50 µM],-1%,-0.6%,
O=C(NNc1ccc([N+](=O)[O-])cc1)C1C2CCCCC21 (stereo unspecified),i,-3.0%,2%,1.7%,-2.6%,13,7,-0.2%[50 µM],-2%,-1.1%,
CCOc1cc(C2C(C(=O)c3ccccc3)=C(C(=O)OC)Nc3nnnn32)ccc1O (stereo unspecified),i,-3.3%,5%,-0.2%,-2.3%,-4,14,0.0%,1%,-0.2%,
Nn1cc(-c2ccccc2)nc1SCC(=O)Nc1ccc2c(c1)OCO2,i,-4.7%,25%,2.7%,-2.6%,-14,7,0.8%,-1%,-0.4%,
COc1cccc(C2CC(=O)NC3=C2C(=O)CCC3)c1 (stereo unspecified),i,-4.5%,21%,4.7%,-1.4%,-5,13,0.0%,·,0.0%,
O=c1/c(=C\c2cc([N+](=O)[O-])cc([N+](=O)[O-])c2O)sc2nc3ccccc3n12,i,-8.5%,53µM*,2.6%,0.5%,-1,19,0.0%,-30%,0.2%,
CCC(NS(=O)(=O)c1ccc(C)cc1)C(=O)O (stereo unspecified),i,-4.0%,2%,1.8%,-0.5%,-32,9,-0.8%,0%,-0.1%,
Cc1ccc(Cn2c(C)nc3c(c2=O)c2nc4ccccc4nc2n3Cc2ccco2)cc1,·,-4.2%,15%,39%,-2.6%,8,0,-0.3%,10%,·,
Cc1cc(C)n(-c2ccc(NC(=O)C3CCCCN3C(=O)c3ccoc3C)cc2)n1 (stereo unspecified),·,·,5%,1.7%,·,·,·,-0.2%,-7%,-0.4%,
O=C(COC(=O)c1ccco1)c1ccc(Cl)cc1,·,·,-6%,0.9%,·,·,·,0.2%,0%,-0.1%,
CCOc1nc(C)ccc1-c1noc(-c2ccco2)n1,i,1.5%,23%,4.1%,·,35,27,5.7%,-9%,0.8%,
CC(C)c1nc(CNC(=O)c2cc(COc3c(F)cccc3F)on2)cs1,i,1.3%,10%,1.1%,0.2%,19,15,-0.1%,-12%,-0.6%,

# Taken from the results shown for reference:
SMILES,Yfh1-off respiration,XIAP displacement,SV40 large T antigen,RSV antiviral HEp-2,ER stress rescue,WT yeast gro inh,WT yeast gro inh mutant strain,UTI89 phage lysis,NS5 inhibitors,West Nile virus CPE,others
CCOc1nc(C)ccc1-c1noc(-c2ccco2)n1,i,1.5%,23%,4.1%,·,35,27,5.7%,-9%,0.8%,
CC(C)c1nc(CNC(=O)c2cc(COc3c(F)cccc3F)on2)cs1,i,1.3%,10%,1.1%,0.2%,19,15,-0.1%,-12%,-0.6%,
